RGS4 act: potentiators or activators of RGS4. actives 0.92% (n = 310,000). B-score at 10 µM. AID 463111. HEK293 M3R/inducible RGS4, carbachol calcium flux Fluo4; active compounds read low;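 active means B-score of the integrated calcium signal more than 4 SD below the library mean, with starting fluorescence not abnormally high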;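 further: negative B-score means reduced calcium response which marks RGS4 activation or potentiation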
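Also added: carbachol at ECmax as muscarinic agonist stimulus; Assay system: HEK293 cells with stable M3R and inducible RGS4; Timing: overnight RGS4 induction, 30 min dye load 37 °C, 20 min compound RT; Measured by: Fluo4-AM (2 µM) calcium-flux fluorescence, kinetic read.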
TRPC4 block: blocks the mouse TRPC4 cation channel; HEK293 TRPC4beta/mu-opioid, DAMGO-evoked Fluo4 calcium flux; active compounds read low; B-score at 10 µM; actives 0.39% (n = 300,000);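 active means B-score over 3 SD under the library average, no early fluorescence shift, positive overall ratio signal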
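Assay system: HEK293 cells with stable TRPC4beta plus mu-opioid receptor expression; Probe or stimulus: DAMGO in two steps, submaximal then maximal; Dosing: single-point compound dosing; Measured by: Fluo4 calcium-dye fluorescence, kinetic read; Read-out basis: B score from integrated Fluo4 fluorescence ratio.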
MrgX1 allo act: human MrgX1 positive allosteric modulation, primary screen | B-score at 10 µM | MrgX1-HEK293, Fluo-4 calcium flux, FDSS; active compounds read high | actives 0.63% (n = 310,000) | Q96LB2;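 active means plate-corrected calcium response at least 3 library SD above typical, normal starting fluorescence, not activating the receptor alone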;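 further: compound read alongside a low EC10 to EC30 dose of BAM8-22 agonist; peak minus trough fluorescence over baseline measured at the second addition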
TRPC6 inh: blocks the mouse TRPC6 cation channel; Q61143; HEK293-TRPC6, membrane potential dye, ACh-evoked depolarization; active compounds read low; B-score at 10 µM; actives 1.1% (n = 310,000);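 active means B-score under library mean minus 3 SD, initial fluorescence not abnormally high, positive integrated signal ratio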;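 further: B-score derived from integrated fluorescence ratio over the kinetic read; more negative B-score means stronger inhibition of depolarization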
Target sequence (Q61143 whole entry, looked up): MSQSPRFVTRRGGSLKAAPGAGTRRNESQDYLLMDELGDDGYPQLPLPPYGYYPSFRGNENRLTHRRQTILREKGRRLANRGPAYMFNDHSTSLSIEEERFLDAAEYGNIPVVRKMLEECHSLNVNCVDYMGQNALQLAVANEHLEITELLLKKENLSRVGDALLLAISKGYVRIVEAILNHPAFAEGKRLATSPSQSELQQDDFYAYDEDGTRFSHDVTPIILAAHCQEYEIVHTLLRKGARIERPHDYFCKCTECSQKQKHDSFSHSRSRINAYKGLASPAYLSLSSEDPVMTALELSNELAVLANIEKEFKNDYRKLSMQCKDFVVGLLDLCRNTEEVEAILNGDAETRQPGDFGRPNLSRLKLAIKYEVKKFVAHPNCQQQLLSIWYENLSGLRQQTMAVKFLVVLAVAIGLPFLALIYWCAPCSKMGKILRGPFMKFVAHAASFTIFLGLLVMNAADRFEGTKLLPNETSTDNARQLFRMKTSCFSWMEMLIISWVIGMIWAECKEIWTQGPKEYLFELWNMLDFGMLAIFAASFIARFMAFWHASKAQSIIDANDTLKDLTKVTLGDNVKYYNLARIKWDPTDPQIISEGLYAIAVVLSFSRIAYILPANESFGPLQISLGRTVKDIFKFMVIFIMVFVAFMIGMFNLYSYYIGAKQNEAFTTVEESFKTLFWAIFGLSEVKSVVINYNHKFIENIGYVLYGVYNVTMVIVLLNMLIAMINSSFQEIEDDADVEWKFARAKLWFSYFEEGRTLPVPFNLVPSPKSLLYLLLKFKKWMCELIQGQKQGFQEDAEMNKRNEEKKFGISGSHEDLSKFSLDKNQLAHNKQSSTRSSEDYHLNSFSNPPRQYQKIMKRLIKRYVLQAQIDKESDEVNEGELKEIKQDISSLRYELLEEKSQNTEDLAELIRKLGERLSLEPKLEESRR
Platelet DG rel: modulates dense granule release in human platelets | human platelet-rich plasma, SFLLRN dense granule ATP release, luminescence | inhibition, %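 (compounds screened at 7.5 µM in platelet-rich plasma)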 | actives 0.22% (n = 300,000) | AID 1663;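 active means mean replicate score, as percent of positive control, at or above 50; inconclusive means mean below 50 but at least one replicate at or above 50; inactive means mean and every replicate below 50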
MrgX1 antag: blocks BAM8-22 activation of human MrgX1 receptor; Q96LB2; MRGX1-HEK293 calcium flux, Fluo-4, BAM8-22 antagonism; active compounds read low; B-score at 10 µM; actives 1.3% (n = 310,000); AID 588676;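 active means calcium-response B-score plate-corrected more than 3 library SD below zero, starting fluorescence within 5 deviations, no agonist response on first addition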;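 further: peak minus trough fluorescence over baseline after final BAM8-22 challenge near maximal dose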
TRPC6 act: activates the mouse TRPC6 cation channel | HEK293-TRPC6 membrane potential dye fluorescence; active compounds read high | B-score at 10 µM | AID 2550 | actives 0.13% (n = 310,000) | Q61143;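 active means B-score of the integrated fluorescence ratio above library mean plus 3 SD, and starting fluorescence ratio within library mean plus 5 SD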;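 further: higher score means more depolarization so channel activation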
RGS4 block: human RGS4 inhibition | P49798 | HEK293 M3R/RGS4 inducible, Fluo-4 calcium flux; active compounds read high; triggered by carbachol at its EC20 | B-score at 10 µM | actives 0.45% (n = 310,000) | AID 463165;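 active means B-score, a plate-corrected calcium signal, over three deviations above library mean, with baseline fluorescence within five deviations of library mean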;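 further: RGS4 expression induced by doxycycline in cells with stable M3 receptor; B-score is computed from the integrated fluorescence ratio over baseline after carbachol; higher B-score means a larger calcium signal and so more RGS4 inhibition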
Target sequence (P49798 whole entry, looked up): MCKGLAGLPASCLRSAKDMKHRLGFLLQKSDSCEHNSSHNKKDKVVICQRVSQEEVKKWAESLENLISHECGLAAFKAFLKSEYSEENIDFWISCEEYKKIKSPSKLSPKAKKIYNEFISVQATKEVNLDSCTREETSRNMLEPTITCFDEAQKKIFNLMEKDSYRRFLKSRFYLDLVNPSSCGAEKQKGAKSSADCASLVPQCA
MrgX1 ag: activates human MrgX1 receptor signaling; MrgX1-HEK293 cells, Fluo-4 calcium fluorescence, agonist mode; active compounds read high; B-score at 10 µM; actives 0.44% (n = 310,000); AID 588627;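 active means calcium response B-score plate-corrected fluorescence ratio at least 3 library SD, with starting fluorescence B-score inside 5 SD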
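Assay system: MrgX1-expressing HEK293 cells / Amount: fifteen thousand cells per well / Doses: test compound in the initial addition of three / Timing: cells plated overnight, dye loaded 0.5 h 37 °C, 0.5 h room temperature / Technique: kinetic calcium dye fluorescence, Fluo-4 NW / Control set: positive and negative controls per plate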
HIF activator: HIF pathway transcriptional activation | U2OS HRE-luciferase reporter, luminescence; normalized: DMSO 0%, desferrioxamine 100% | actives 0.32% (n = 300,000) | activation, % at 7.5 µM (by protocol);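 active means mean activation of at least 10% of the iron chelator positive control signal, with at least half of replicates also reaching 10%; inconclusive means mean and replicate majority disagree about reaching 10%; inactive means mean and most replicates under 10%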
SKKanGAS inh: SKKanGAS growth inhibition; AID 1662; actives 1.3% (n = 300,000); inhibition, % at 7.5 µM; S. pyogenes SKKanGAS, kanamycin growth, BacTiter-Glo, 6 h;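 active means mean replicate score, as percent of positive control median, at least 50; inconclusive means mean below 50 but one replicate at or above 50; inactive means mean and every replicate below 50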;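 further: strain carries kanamycin resistance gene driven by streptokinase promoter and grows in 40 µg/ml kanamycin; loss of luminescence reflects streptokinase promoter inhibition or plain growth inhibition; 0% = median of DMSO wells and 100% = positive control at its reference dose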
Active calls of the source: *; i = inactive; u = inconclusive; x = no result given.

SMILES	RGS4 act	TRPC4 block	MrgX1 allo act	TRPC6 inh	Platelet DG rel	MrgX1 antag	TRPC6 act	RGS4 block	MrgX1 ag	HIF activator	SKKanGAS inh
Nc1nonc1-c1nc2ccccc2n1Cc1ccc(Cl)cc1	i	i	i	i	5	i	i	i	i	-0.6	1
CCN(CCn1cccn1)C(=O)CC1C(=O)NCCN1Cc1cccc(OC)c1OC (centres undefined)	i	i	i	i	1	i	i	i	i	-0.2	-6
CCN(CC)c1ccc(-n2c(C)c(C(C)=O)c(C(C)=O)c2C)cc1	i	i	i	i	0	i	i	i	i	-0.3	4
CCC(C)(C)c1ccc(OCC(=O)N(C)C)c(C(C)(C)CC)c1	i	i	i	i	-3	i	i	i	i	-0.1	44
Cc1cc(C(C)(C)C)cc(C)c1S(=O)(=O)N1CC(=O)Nc2ccccc21	i	i	i	i	2	i	i	i	i	-0.1	-28
COc1cc(/C=C(/NC(C)=O)C(=O)O)cc(Cl)c1OCc1ccc(Br)cc1	i	i	i	i	2	i	i	i	i	-0.5	-10
CCOC(=O)c1c(C)n(C)c2ccc(OCC(O)Cn3nc(C)c(Br)c3C)cc12 (centres undefined)	i	i	i	i	12	i	i	i	i	0.8	u
CC(=O)Nc1nnc(SCc2ccccc2F)s1	i	i	i	i	1	i	i	i	i	2.5	-4
Cc1[nH]c(C)c(S(=O)(=O)N2CCN(c3cccc(C(F)(F)F)c3)CC2)c1C(=O)N1CCCC1	i	i	i	i	0	i	i	i	i	x	4
Cc1cccc2cc3c(N)c(C(=O)N4CCCc5ccccc54)sc3nc12	i	i	i	i	21	i	i	i	i	-0.4	34

Full records from above. Screens in order: RGS4 act | TRPC4 block | MrgX1 allo act | TRPC6 inh | Platelet DG rel | MrgX1 antag | TRPC6 act | RGS4 block | MrgX1 ag | HIF activator | SKKanGAS inh
CCN(CCn1cccn1)C(=O)CC1C(=O)NCCN1Cc1cccc(OC)c1OC (centres undefined) as listed: i | i | i | i | 1 | i | i | i | i | -0.2 | -6
CCN(CC)c1ccc(-n2c(C)c(C(C)=O)c(C(C)=O)c2C)cc1 as listed: i | i | i | i | 0 | i | i | i | i | -0.3 | 4
Cc1cccc2cc3c(N)c(C(=O)N4CCCc5ccccc54)sc3nc12 as listed: i | i | i | i | 21 | i | i | i | i | -0.4 | 34
Cc1cc(C(C)(C)C)cc(C)c1S(=O)(=O)N1CC(=O)Nc2ccccc21 as listed: i | i | i | i | 2 | i | i | i | i | -0.1 | -28
CCOC(=O)c1c(C)n(C)c2ccc(OCC(O)Cn3nc(C)c(Br)c3C)cc12 (centres undefined) as listed: i | i | i | i | 12 | i | i | i | i | 0.8 | u

(continued)
SMILES	RGS4 act	TRPC4 block	MrgX1 allo act	TRPC6 inh	Platelet DG rel	MrgX1 antag	TRPC6 act	RGS4 block	MrgX1 ag	HIF activator	SKKanGAS inh
Cc1ccc(/C=N/NC(=O)c2ccc3nc[nH]c3c2)o1	i	i	i	i	-6	i	i	i	i	-0.3	4
Cc1ccc(C(=O)NC(=S)Nc2nc(-c3cccc([N+](=O)[O-])c3)cs2)c(Cl)c1	i	i	i	i	0	i	i	i	i	-0.2	-12
Cc1c(NC(=O)c2ccccc2)c(=O)n(-c2ccccc2)n1C	i	i	i	i	-1	i	i	i	i	1.2	-4
CCCOc1ccc2c(C)c(CC(=O)OC)c(=O)oc2c1	i	i	i	i	-20	i	i	i	i	2.3	-15
CCN(CC)P(=O)(Nc1ccc(Br)cc1)c1c(C)nn(CCC#N)c1NC(=O)c1ccc(Cl)cc1 (centres undefined)	i	i	i	i	-7	i	i	i	i	0.4	-3
CCC(Sc1nc2cc3c(cc2c(=O)n1Cc1ccco1)OCO3)C(=O)Nc1ccccc1OC (centres undefined)	i	i	i	i	-6	i	i	i	i	-0.3	13
CCOC(=O)N1CCN(S(=O)(=O)c2cc(Br)cc3c2N(C(=O)CC)CC3)CC1	i	i	i	i	0	i	i	i	i	-0.1	0
Cc1cc2oc(C(=O)N3CCN(CCc4ccccn4)CC3)c(C)c2cc1C	i	i	i	i	13	i	i	i	i	0.3	-6
Cc1ccc(-c2cc(-c3cccc(F)c3)n[nH]2)c(O)c1	i	i	i	i	8	i	i	i	i	7.6	52*
Cc1ccc(C(=O)CC2(O)C(=O)Nc3ccccc32)s1 (centres undefined)	i	i	i	i	0	i	i	i	i	0.7	2
O=C(Nc1nnc(C2=COCCO2)o1)c1ccc(F)cc1	i	i	i	i	-4	i	i	i	i	0.8	24
CCOC(CNC(=O)C1CCN(S(=O)(=O)c2ccc3nc4c(c(C(=O)O)c3c2)CCCCC4)CC1)OCC	i	i	i	i	-4	i	i	i	i	0.1	5
CCC1S/C(=N/N=C/c2ccco2)NC1=O (centres undefined)	i	i	i	i	6	i	i	i	i	-0.1	3
O=C(c1ccncc1)N1CCN(c2cccc(C(F)(F)F)c2)CC1	i	i	i	i	11	i	i	i	i	-0.3	3
CC(=O)Nc1ccc(SCC(=O)Nc2cc(C(C)(C)C)nn2-c2ccccc2)cc1	i	i	i	i	1	i	i	i	i	-0.3	-6
O=C1CCCN1CC1CCN(Cc2nc(CC3CC3)no2)CC1	i	i	i	i	-2	i	i	i	i	0.3	5
CCOC(=O)c1c(N)sc(C(O)(C(F)(F)F)C(F)(F)F)c1-c1ccc(Cl)cc1	i	i	i	i	2	i	i	i	i	0.1	76*
COc1ccc2[nH]c(=O)c(CN(C(=O)c3cccnc3)c3ccccc3OC)cc2c1	i	i	i	i	-2	i	i	i	i	0.3	-1
O=C(NNC(=S)NCc1ccccc1)c1ccc(Br)o1	i	i	i	i	0	i	i	i	i	-0.3	-1
Cn1cnc([N+](=O)[O-])c1N=C(N)N	i	i	i	i	4	i	i	i	i	-0.1	-4
CCC(C(=O)OCC(=O)Nc1c(C)nn(-c2ccccc2)c1C)c1ccccc1 (centres undefined)	i	i	i	i	-40	i	i	i	i	-0.4	-9
CN1CCN(CCCNC(=O)Nc2ccc([N+](=O)[O-])cc2)CC1	i	i	i	i	-1	i	i	i	i	-0.6	0
COc1cc(C2NC(=O)NC(C)=C2C(=O)OCc2ccc(C)cc2)cc(OC)c1O (centres undefined)	i	i	i	i	-7	i	i	i	i	-0.3	-4
CC(C)c1ccc(NC(=S)Nc2ccc3[nH]c(=O)[nH]c3c2)cc1	i	i	15*	i	-15	i	i	i	i	-1.4	-21
Cc1ccc(OCc2n[nH]c(=S)n2-c2ccc(Cl)cc2)cc1	i	i	i	i	-4	i	i	i	i	-1.6	-6
COc1ccc(C(N)=O)cc1NC(=O)CC(O)(C(F)(F)F)C(F)(F)F	i	i	i	i	-1	i	i	i	i	1.8	3
CC(=O)c1ccc(NC(=O)CSc2nc3[nH]ncc3c(=O)[nH]2)cc1	i	i	i	i	-2	i	i	i	i	0.7	0
CCC(C(=O)OCC(=O)Nc1cccc(C(C)=O)c1)c1ccccc1 (centres undefined)	i	i	i	i	0	i	i	i	i	-0.4	1
Cc1cc(C(C)(C)C)ccc1OCCn1ccnc1	i	i	i	i	-1	i	i	i	i	0.0	2
Cc1nc(Cc2nnc(SCC(=O)Nc3c(C)cccc3C)o2)cs1	i	i	i	i	-6	i	i	i	i	-0.5	2
Cn1c(=O)c(C(=S)NC(=O)C2CC2)c(N)n(Cc2ccccc2)c1=O	i	i	i	i	-2	i	i	i	i	-0.1	6
COc1ccc2[nH]c(C(=O)N3CCC(Cc4ccccc4)CC3)cc2c1	i	i	i	i	0	i	i	i	i	-0.9	0
CCN(CC)C(=O)Oc1ccccc1NC(C)=O	i	i	i	i	-2	i	i	i	i	0.2	3
O=C(Cn1cc[n+](Cc2ccccc2)c1)c1ccc([N+](=O)[O-])cc1	i	i	i	i	1	i	i	i	i	0.2	6
Cc1ccc(NC(=O)CCC(=O)c2ccc(Br)cc2)cc1	i	i	i	i	0	i	i	i	i	-0.2	-11
Cc1ccc(-n2c(SCC(N)=O)nnc2-c2ccccn2)cc1C	i	i	i	i	7	i	i	i	i	-0.4	0
CC(C(=O)N1c2ccccc2CCc2ccccc21)n1nnc(-c2ccc(N(C)C)cc2)n1 (centres undefined)	i	i	i	i	8	i	i	i	i	-0.1	9
CN(C)C(CNC(=O)c1ccc(NS(=O)(=O)c2ccc(F)cc2)cc1)c1ccco1 (centres undefined)	i	i	i	i	-8	-6.1*	i	i	i	-0.1	-1
Cc1ccc(NC(=S)N2CCC(c3nc4ccccc4s3)CC2)cc1C	i	i	i	i	-2	i	i	i	i	-0.2	9
O=S(=O)(c1ccccc1)N1CCN(S(=O)(=O)N2CCCCC2)CC1	i	i	i	i	-1	i	i	i	i	0.0	-3
O=C1CCCN1CCCNS(=O)(=O)c1ccc(F)c(F)c1	i	i	i	i	1	i	i	i	i	0.8	4
CCc1nc(SCC(N)=O)c2c(=O)n(C)c(=O)n(C)c2n1	i	i	i	i	-5	i	i	i	i	-0.1	-3
CC1CC(Nc2ccccc2)=NC1(C)C (centres undefined)	i	i	i	i	2	i	i	i	i	0.6	-5
COC(=O)c1ccc(NC(=O)c2ccc3c(c2)OCO3)cc1	i	i	i	i	14	i	i	i	i	3.8	-4
CCCN(CCC)S(=O)(=O)c1ccc(N2CCCC2=O)c([N+](=O)[O-])c1	i	i	i	i	14	i	i	i	i	0.3	-21
Cc1ccc(S(=O)(=O)NC(=NC2CCCCC2)c2ccccc2)cc1	i	i	i	i	0	i	i	i	i	0.4	0
COc1ccc(NC(=O)CC2SC(=NCC3CCCO3)NC2=O)cc1 (centres undefined)	i	i	i	i	-9	i	i	i	i	-0.2	-6
Cc1ccn2c(CNCCn3nc(C)cc3C)c(C(=O)N3CCCCCC3)nc2c1	i	i	i	i	2	i	i	i	i	-0.6	-3
O=C(CSc1nnc(C23CC4CC(CC(C4)C2)C3)o1)Nc1ccc(N2CCOCC2)c(Cl)c1	i	i	i	i	-8	i	i	i	i	0.0	0
CS(=O)(=O)c1cccc(C(=O)Oc2ccccc2)c1	i	i	i	i	-5	i	i	i	i	-0.7	-25
O=C(Nc1cccc(Cl)c1)N1CCc2ccccc2C1	i	i	i	i	-1	i	i	i	i	2.6	0

Compound activity deposited in PubChem BioAssay by several laboratories.
